# WT yeast gro inh = growth inhibition of WT yeast, mitochondrial fusion screen; inhibition, % at 10 µM; mitochondrial fusion phenotypic screen, WT strain; 190,000 tested, 2.1% active; in the data active = inhibition above about 58%; tested in S. cerevisiae
# MT stabilizer = microtubule stabilizers in HeLa cells | 200,000 tested, 0.83% active | % tubulin-high responders, % at 10 µM | AID 2205 | HeLa tubulin immunostaining HCS, 24 h; share of cells brighter than vehicle mean+2SD;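 active = plate Z-score above 3 for both tubulin-high and condensed-nucleus cell shares, with cell loss under 80%, at 10 µM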;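 also: anti alpha tubulin signal scored within the nucleus-defined area of each cell; some results filed as inactive read as strong as hits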
# West Nile virus CPE = inhibition of WNV-induced cytopathic effect – cell-based, CPE readout (AID 1621) | CPE inhibition, % at 10 µM; hits with a dose series show IC50 in µM | 290,000 tested, 0.02% active | West Nile virus-infected cells, CPE inhibition; higher % means a stronger effect; in the data active = a potency from the dose series; inconclusive = CPE inhibition mostly from about 3.7% at the one dose, without a potency; inactive = the rest, 99 in 100 with CPE inhibition below about 2.2%; also: strong numbers were not always called active
# Hep lipid drop = hepatic lipid droplet formation modulation; AML12 mouse hepatocytes, oleate lipid droplets, BODIPY imaging; inhibition, % at 6.5 µM; 240,000 tested, 0.4% active;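 active = lipid droplet intensity inhibited by at least 50%, with more than 500 cells counted; inconclusive = wells with under 300 cells, treated as cytotoxic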
#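 Material: mouse AML12 hepatocyte cell line, fixed after treatment; Timing: compound with oleate, overnight; Technique: high-content imaging of BODIPY-stained droplets and DAPI nuclei; Probe or stimulus: oleate, 100 µM final; Dosing: compound at 6.5 µM only.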
# bCat nuc transl = alters nuclear translocation of beta-catenin in HeLa cells; AID 1665; 190,000 tested, 0.3% active; nuclear translocation activity, % at 5 µM; immunofluorescence imaging;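 active = nuclear translocation activity above 50% at 5 µM, with a well cell count of 50 or more; inconclusive = wells under 50 cells across six images, flagged as toxic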;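 also: per-cell ratio of nuclear to cytoplasmic median beta-catenin stain intensity; plate controls were DMSO negative control for no effect and GSK-3 inhibitor IX positive control for full effect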
#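 Test system: HeLa cells, endogenous beta-catenin; Compound: single 5 µM dose plus 0.02–20 µM confirmation series; Times: compound exposure 24 h at 37°C; Signal: fluorescence imaging of beta-catenin antibody stain plus DAPI; Read-out: % activation, nuclear-to-cytoplasmic median beta-catenin signal ratio per cell.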
# Autophagy HCS = modulators of autophagy | AID 463193 | 190,000 tested, 0.98% active | MEF GFP-LC3 puncta imaging; test concentration mostly 10 µM | calls only at 10 µM (by protocol);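 active = percentage of spot-positive cells more than 3 SD above its plate mean, without a fluorescence outlier flag or 80% toxicity; inconclusive = no clear call, values can overlap the other calls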;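 also: spot-positive cell cutoff set from DMSO-treated cells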
# Myeloid diff MLP = compounds promoting myeloid differentiation. ER-HoxA9 myeloid progenitors, lysozyme-GFP differentiation, flow cytometry. calls only at 10 µM. 360,000 tested, 1% active. AID 624256;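 active = normalized GFP-positive differentiation at or above the plate's own cutoff, the solvent-only control mean plus 3 SD; inconclusive = no clear call, values can overlap the other calls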;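 also: cells exposed to compound for four days before flow analysis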
# T cell modulator = modulates CD8 T cell binding to vesicles | 2C CD8+ T cell-vesicle binding, flow cytometry; hits give low values | calls only at 7 µM | AID 2052 | 330,000 tested, 0.068% active;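 active = response, share of CD8 T cells binding vesicles, and their 90th percentile fluorescence all below set limits, cut at about 80% in these data, passing the limit was not always enough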
#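 Test system: purified 2C TCR transgenic mouse naive CD8+ T cells. Probe or stimulus: QL9-peptide-loaded Drosophila micro-vesicles bearing Ld, ICAM-1 and B7-1. Incubation: binding step 1.5 h, 37 °C, antibody labelling 20 min, ice. Measured by: flow cytometry of vesicle-bound cells.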
# Ins promoter up = MIN6 insulin promoter up-regulation; MIN6 insulin promoter-GFP reporter, high-content imaging; hits give high values; z-score at 5 µM; 190,000 tested, 0.3% active;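 active = z-score above 3 at 5 µM with at least 500 cells counted in the well; inconclusive = wells under 500 cells, flagged as cytotoxic or low count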
# WT yeast gro inh mutant strain = also measured in WT yeast gro inh; calls as there; inhibition, %; mitochondrial fusion phenotypic screen, mutant strain inhibition
# Ins promoter up cell count = further read-out of Ins promoter up, marked with its call; cell count; measured here: cytotoxicity, nuclei count;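 total cells summed across four imaged fields per well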
# Hep lipid drop cells 6.5 µM = also measured in Hep lipid drop; calls as there; cell count; measured here: cell count, cytotoxicity flag;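 cells counted across two imaged fields per well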
# bCat nuc transl cell count 5 µM = second read-out of bCat nuc transl, no call of its own (marks repeat the call); cell count; measured here: cell count, cytotoxicity flag
# T cell modulator vesicle-bound % = second read-out of T cell modulator, no call of its own (marks repeat the call); double positive events, %; measured here: CD8+ vesicle-bound cell fraction;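 binding gate set so that unloaded-vesicle control wells show 10% double positive cells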
# MT stabilizer Hoechst-high % = recorded beside MT stabilizer, whose call it bears; % Hoechst-high responders; measured here: nuclear condensation Hoechst responders;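 share of cells brighter than vehicle mean plus two SD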
# MT stabilizer cytotoxicity % = recorded beside MT stabilizer, whose call it bears; toxicity, %; measured here: cytotoxicity by cell density;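 0% = mean cell density of plate MIN control wells and 100% = no cells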
# Autophagy HCS cell loss 18 h = also measured in Autophagy HCS; calls as there; toxicity, %; measured here: cell loss, nuclei count;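 cell loss after 18 h compound exposure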
# Myeloid diff MLP GFP+ MAC1+ % = second read-out of Myeloid diff MLP, no call of its own (marks repeat the call); GFP+ MAC1+ double positive, %; measured here: differentiation confirmed by MAC1 staining
# Numbers without * were called inactive; i = inactive; ? = inconclusive; nt = not tested or not shown; & = joins results of further samples.
SMILES,WT yeast gro inh,WT yeast gro inh mutant strain,MT stabilizer,MT stabilizer Hoechst-high %,MT stabilizer cytotoxicity %,West Nile virus CPE,Hep lipid drop,Hep lipid drop cells 6.5 µM,bCat nuc transl,bCat nuc transl cell count 5 µM,Autophagy HCS,Autophagy HCS cell loss 18 h,Myeloid diff MLP,Myeloid diff MLP GFP+ MAC1+ %,T cell modulator,T cell modulator vesicle-bound %,Ins promoter up,Ins promoter up cell count
Cc1ccc(NC(=O)C2CC(=O)n3c(nc4ccccc43)N2)cc1Cl (stereo unspecified),-7,-10,3.4,3.0,8.5,-0.5%,11,692,-3.4,1130,i,8,i,0.9,i,40,-0.43,1228
CCOc1ccc(CCNC(=O)Cn2nc(C)c3c(C)n(-c4ccccc4)nc3c2=O)cc1OCC,nt,nt,nt,nt,nt,0.0%,91*,722*,nt,nt,nt,nt,i,0.6,i,24,nt,nt
CN(Cc1nccs1)C(=O)c1ccc(OC2CCN(Cc3ccccn3)CC2)cc1,nt,nt,nt,nt,nt,-0.4%,0,811,nt,nt,nt,nt,i,0.7,i,27,nt,nt
Cc1ccc(NC(=O)CSc2nnc(NC(=O)CN3CCOCC3)s2)cc1,-4,8,3.6,4.2,8.9,-0.2%,-3,720,nt,nt,i,14,i,0.9,i,28,1.8,1302
O=C(CCl)Nc1cccc(S(=O)(=O)NC2=NCCC2)c1,nt,nt,nt,nt,nt,1.6%,?,nt,9.6,1093,nt,nt,i,1.5,i,42,2.4,599
O=C(CN(c1ccc(Cl)cc1)S(=O)(=O)c1ccc(Cl)c([N+](=O)[O-])c1)NCCc1ccc(F)cc1,-5,-10,2.5,2.2,0.7,-1.2%,-2,579,-2.6,573,i,11,i,0.5,i,48,0.08,1380
COc1ccc(OCCOC(=O)c2cccs2)cc1,3,1,4.3,3.3,7.3,-0.3%,-9,728,nt,nt,i,7,i,1.3,i,26,-0.29,1195
COC(=O)/C=c1/sc2n(c1=O)CCN=2,-18,14,3.7,3.3,8.3,0.1%,nt,nt,-7.5,978,i,8,i,1.5,i,51,-0.48,1478
O=C(C1CCCN(C2CC(=O)N(c3ccc(Cl)cc3)C2=O)C1)N1CCCC1 (stereo unspecified),nt,nt,nt,nt,nt,-0.1%,7,679,nt,nt,nt,nt,i,1.1,i,65,nt,nt
CCN(CC)C(=O)CC(c1cc(OC)c(OC)c(OC)c1)c1c(O)cc(OC)cc1OC (stereo unspecified),nt,nt,nt,nt,nt,-1.0%,-1,744,-3.0,1304,nt,nt,i,0.6,i,41,0.33,974
COC(=O)C(Cc1ccccc1)NC(=O)CCC(=O)NC(C)CCc1ccccc1 (stereo unspecified),nt,nt,nt,nt,nt,-0.3%,34,767,nt,nt,nt,nt,i,1.5,i,25,nt,nt
OC1CCCN(CC(O)c2ccccc2)C1 (stereo unspecified),6,2,1.0,1.3,1.1,0.0%,30,738,0.2,533,i,-12,i,0.8,i,58,nt,nt
NC(=O)/C(=C\c1ccncc1)c1cccc2ccccc12,nt,nt,nt,nt,nt,0.5%,8,796,0.3,1313,nt,nt,i,0.5,i,24,0.81,1070
COC(=O)c1c(NC(=O)CN2CCN(c3ncccn3)CC2)sc(C(N)=O)c1C,nt,nt,nt,nt,nt,-0.1%,-29,861,nt,nt,nt,nt,i,6.6,i,25,nt,nt
CCCCOC(=O)c1ccc(NC(=O)COC(=O)CN2C(=O)NC3(CCCC3)C2=O)cc1,nt,nt,nt,nt,nt,2.7%,-3,672,nt,nt,nt,nt,i,0.0,i,21,nt,nt
Cc1ccc(C(=O)NCCC(=O)N2CCOCC2)cc1,nt,nt,nt,nt,nt,0.0%,15,694,nt,nt,nt,nt,i,0.5,i,26,nt,nt
CCN1CCN(c2nc(N)c([N+](=O)[O-])c(Nc3cccc(C)c3)n2)CC1,37,12,3.8,3.9,2.9,1.3%,-6,585,5.6,478,i,-14,i,0.3,i,27,0.45,1020
CCCSc1nnc(NC(=O)Nc2ccc(C)cc2)s1,nt,nt,nt,nt,nt,-0.3%,-6,696,0.2,1333,nt,nt,i,0.6,i,56,0.05,1190
COc1ccc(C(=O)Nn2c(SCc3ccc([N+](=O)[O-])cc3)nc3ccccc3c2=O)cc1,-7,11,1.2,1.4,8.5,1.0%,nt,nt,0.9,1431,i,11,i,2.1,i,37,1,1335
CCCCN(CC)CCNC(=O)c1cn(CCOC)c(=O)c2c1c1ccccc1n2C,nt,nt,nt,nt,nt,-0.4%,17,847,nt,nt,nt,nt,i,0.4,i,16,nt,nt
CC(C)(C)C(=O)NC(=S)NNC(=O)c1sc2ccccc2c1Cl,75*,64*,4.2,0.6,14,?,-22,667,nt,nt,i,31,i,1.6,i,27,-0.66,1493
Cc1ccc(Sc2ncccc2/C=N/O)cc1,-5,0,3.3,1.9,5.2,0.0%,11,687,-0.2,879,i,5,i,0.2,i,52,0.15,1534
COC(=O)c1ccc(CSc2nc3sc4c(c3c(=O)n2C)CCCC4)o1,40,5,4.3,2.5,4.4,-0.4%,nt,nt,0.6,1108,i,-6,i,1.3,i,39,-0.08,1254
Cn1c(-c2cccc(Br)c2)cnc1NCc1cccnc1,8,14,2.7,3.2,6.8,-0.4%,-7,683,1.3,1072,i,3,i,0.7,i,39,-0.31,1779
c1coc(-c2ccnc3nc(-n4cccc4)nn23)c1,1,-11,1.6,1.2,3.0,0.2%,nt,nt,-0.2,1068,i,2,i,0.2,i,19,-0.57,1256
# Later entries.
SMILES,WT yeast gro inh,WT yeast gro inh mutant strain,MT stabilizer,MT stabilizer Hoechst-high %,MT stabilizer cytotoxicity %,West Nile virus CPE,Hep lipid drop,Hep lipid drop cells 6.5 µM,bCat nuc transl,bCat nuc transl cell count 5 µM,Autophagy HCS,Autophagy HCS cell loss 18 h,Myeloid diff MLP,Myeloid diff MLP GFP+ MAC1+ %,T cell modulator,T cell modulator vesicle-bound %,Ins promoter up,Ins promoter up cell count
COc1ccccc1N/C(N)=N/c1nc(CSc2ccc(C)cc2)cc(=O)[nH]1,6,1,5.9,4.0,3.3,0.5%,nt,nt,-8.8,1000,i,8,i,0.6,i,26,?,nt
O=C(O)c1ccccc1S(=O)(=O)CC(=O)N1CCCCC1,nt,nt,nt,nt,nt,-0.5%,-20,816,nt,nt,nt,nt,i,1.9,i,21,nt,nt
CN(C)S(=O)(=O)c1ccc(N2CCCC2)c(C(=O)NNC(=O)COc2ccc(Cl)cc2)c1,nt,nt,nt,nt,nt,-0.3%,6,845,nt,nt,nt,nt,i,4.1,i,12,nt,nt
CC(C)C(=O)Nc1ccc([N+](=O)[O-])c(C(F)(F)F)c1,5,-12,5.6,3.1,5.8,-0.4%&-1.3%,-26,639,-3.2,1093,i,-4,i,3.6,i,36,-0.2,1157
COc1ccc(-c2nc(SCC(=O)NC3CCCC3)c(-c3ccc(OC)cc3)[nH]2)cc1,6,13,4.3,3.3,4.9,nt,-16,742,-0.5,597,i,18,i,6.0,i,17,-0.13,996
O=C1C(Cl)=C(N2CCCCC2)C(=O)C(Cl)=C1c1cnc(N2CCCCC2)s1,8,7,2.7,2.5,6.7,-0.7%,-10,666,-0.9,1217,i,12,i,0.8,nt,nt,nt,nt
CSc1nc(N2CCOCC2)c2c(c1C#N)CCCCC2,5,0,3.5,1.6,2.3,0.5%,16,692,-0.5,1080,i,-12,i,1.2,i,20,-0.09,1984
Cc1ccc(NC(=O)c2cccnc2)cc1S(=O)(=O)N(C)C,-6,15,4.2,1.2,4.9,0.0%,-6,639,-1.5,1122,i,-1,i,0.4,i,53,0.19,1631
O=C1CCCC(O)=C1C=Nc1ccc2c(c1)oc1ccccc12,-2,-17,3.4,1.6,6.6,0.1%,5,764,nt,nt,i,2,nt,nt,i,26,-0.44,1247
N=c1c2c3c(sc2nc2n1CCCCC2)CCCCC3,0,5,4.1,2.6,8.1,-0.7%,nt,nt,-4.7,974,i,4,i,0.5,i,24,?,nt
O=C(CC1SCCNC1=O)Nc1ccc(Cl)cc1 (stereo unspecified),-2,9,1.1,2.0,6.9,0.4%,-8,696,0.1,1520,i,0,i,0.1,i,48,-0.41,1378

# Compounds as they come; any-hit rate near 3.9%.
